# Compound activity from PubChem BioAssay.
# Caspase-1 inhib: allosteric or competitive inhibitors of human caspase-1. Caspase-1 enzyme, Ac-WEHD-AFC fluorogenic rate. 75,000 compounds, 0.03% hits. Potency, µM (highest dose often 57.5 µM), for the others: at the highest dose activity change, negative = inhibition, actives largely listed as inhibitors. AID 900. P29466;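 also: potency is read from the fitted curve at half-maximal effect; plate controls were vehicle for no effect and no substrate for full effect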
# Target sequence (P29466 120-297 limits assumed): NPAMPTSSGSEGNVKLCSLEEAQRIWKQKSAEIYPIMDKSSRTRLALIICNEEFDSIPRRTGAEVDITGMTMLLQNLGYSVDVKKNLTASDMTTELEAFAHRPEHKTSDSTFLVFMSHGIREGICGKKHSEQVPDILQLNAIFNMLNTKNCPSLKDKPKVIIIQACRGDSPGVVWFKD
# Target sequence (P29466 317-404 limits assumed): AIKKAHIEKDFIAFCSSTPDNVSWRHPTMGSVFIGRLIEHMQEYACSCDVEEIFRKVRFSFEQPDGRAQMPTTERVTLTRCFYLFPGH
# Fluorescein fluor: fluorescein region autofluorescence; 59,000 compounds, 0.91% hits; Compound autofluorescence, 480/540 nm, fluorescein-equivalent; active compounds read high; max fluorescein-equivalent concentration, M; in the data active = max fluorescein-equivalent concentration above about 10 nM; inconclusive = between about 1.1 nM and that limit
#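 In this qHTS profile, compound fluorescence was measured with a 480 nm/540 nm filter pair following a 15-min room-temperature incubation in 100 mM Tris (pH 8.0). A six-point fluorescein series on each plate served for normalization.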
# Rhodamine autofl: rhodamine region autofluorescence. Rhodamine-region fluorescence, 547/598 nm, Tris buffer; active compounds read high. max dye-equivalent concentration, M. 59,000 compounds, 0.05% hits; in the data active = max dye-equivalent concentration above about 11 nM; inconclusive = between about 1.1 nM and that limit
#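 A six-point rhodamine series on each plate calibrates the signal. Compounds sit in 100 mM Tris (pH 8.0) for 15 min at ambient temperature before imaging through 547 nm/598 nm filters.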
# FLuc inh: blocks Photinus pyralis firefly luciferase activity; P08659; purified firefly luciferase, luminescence, 8 min; Potency, µM (highest dose often 57.1 µM), for the others: at the top dose activity change, negative = inhibition, actives largely listed as inhibitors; 72,000 compounds, 2.2% hits; also: potency is read from the fitted curve at half-maximal effect; % is scaled to controls: 0 for no effect and ±100 for the full control effect; nearly all actives have a fitted effect of over 40% in size
#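 Firefly luciferase (PKLight detection mix) with 10 uM ATP in pH 7.2 imidazole buffer (KCl, MgCl2, Tween 20, BSA). Compounds tested across a concentration series (qHTS). Luminescence read after 8 min at ambient temperature.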
# ERK AVP inh: vasopressin-driven ERK pathway inhibition | HEK293-V1b, vasopressin-stimulated pERK AlphaScreen | Potency, µM (series often up to 57.5 µM), without a hit: at the highest dose activity, negative = inhibition, most hits filed as inhibitors | 72,000 compounds, 0.99% hits | AID 995; also: potency is read from the fitted curve at half-maximal effect; % is scaled to controls: 0 for no effect and ±100 for the full control effect; nearly all actives have a fitted effect of over 55% in size
#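 Phosphorylated ERK1/2 detected via AlphaScreen bead proximity in lysates of V1b-expressing HEK293 cells given 25 nM vasopressin for 5 min after 30 min compound exposure (37 °C). AC50 from Hill equation; basal DMSO 0%, vasopressin 100%.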
# TexasRed autofl: compounds fluorescent in Texas Red spectral region. Compound fluorescence, Texas Red channel, 547/618 nm; active compounds read high. max dye-equivalent concentration, M. 59,000 compounds, 0.06% hits; in the data active = max dye-equivalent concentration above about 10 nM; inconclusive = between about 1.1 nM and that limit
#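 Compound titrations in 100 mM Tris pH 8.0 were incubated 15 min at room temperature and read at 547 nm excitation / 618 nm emission. Texas Red six-point standard curve on each plate converted fluorescence to dye-equivalent concentration.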
# Tau filament bind: binders of human tau filaments. P10636. recombinant tau filaments, thioflavin S fluorescence, 15 h; filaments grown with octadecylsulfate alongside compound. Potency, µM (series often up to 57.1 µM), inactives show at the highest dose activity change, negative = inhibition. 71,000 compounds, 2% hits. AID 596;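 also: potency is read from the fitted curve at half-maximal effect; % is scaled to controls: 0 for no effect and ±100 for the full control effect; actives lower thioflavin S fluorescence by blocking filaments or displacing dye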
# Target sequence (P10636 whole entry, looked up): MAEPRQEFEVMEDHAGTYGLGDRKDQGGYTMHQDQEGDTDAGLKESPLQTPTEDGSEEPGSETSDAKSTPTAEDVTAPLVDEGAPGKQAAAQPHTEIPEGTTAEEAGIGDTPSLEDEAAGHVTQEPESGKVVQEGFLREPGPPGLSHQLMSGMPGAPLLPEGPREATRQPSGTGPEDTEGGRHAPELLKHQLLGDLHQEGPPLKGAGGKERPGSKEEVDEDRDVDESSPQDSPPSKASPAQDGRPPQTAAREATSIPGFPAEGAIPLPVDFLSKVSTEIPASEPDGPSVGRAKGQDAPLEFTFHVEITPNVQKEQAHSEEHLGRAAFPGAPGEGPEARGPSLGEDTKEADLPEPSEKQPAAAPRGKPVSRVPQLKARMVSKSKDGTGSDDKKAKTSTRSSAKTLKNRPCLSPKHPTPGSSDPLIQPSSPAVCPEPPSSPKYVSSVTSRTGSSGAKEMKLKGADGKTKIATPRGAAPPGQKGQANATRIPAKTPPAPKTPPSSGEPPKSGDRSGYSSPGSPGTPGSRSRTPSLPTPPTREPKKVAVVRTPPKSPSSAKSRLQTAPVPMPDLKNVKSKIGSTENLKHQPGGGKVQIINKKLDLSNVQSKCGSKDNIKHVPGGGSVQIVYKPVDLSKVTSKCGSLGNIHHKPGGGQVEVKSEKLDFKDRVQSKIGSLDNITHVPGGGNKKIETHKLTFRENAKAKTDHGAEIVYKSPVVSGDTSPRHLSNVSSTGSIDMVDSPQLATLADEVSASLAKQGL
#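 Quantitative HTS: thioflavine S signal from ODS-induced tau filaments, excited at 450 nm, emission 510 nm. Conditions: 1 uM tau, 30 uM ODS, 15 h at 37 C, pH 7.4.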
# HEK293 cAMP ctrl: counter-screen for TSHR agonists: cAMP increase in parental HEK293. parental HEK293 CNG cAMP sensor, membrane potential fluorescence. Potency, µM (highest dose often 57.1 µM), without a hit: at the highest dose activation, most hits filed as activators. 73,000 compounds, 2.5% hits. AID 938; also: potency is read from the fitted curve at half-maximal effect; % of control where 0% means no effect; nearly all actives have a fitted effect of over 55% in size
#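 Counterscreen for endogenous-receptor signalling: CNG-channel HEK 293 cells report cAMP rise by membrane depolarization. After 60 min dye equilibration with 100 uM RO 20-1724, compounds incubated 30 min before bottom-read fluorescence at 590 nm.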
# A350 fluor: compounds fluorescent in Alexa 350 spectral region | Compound autofluorescence, 340/450 nm, Alexa 350 dye-equivalents; active compounds read high | max dye-equivalent concentration, M | 59,000 compounds, 11% hits | AID 590; in the data active = max dye-equivalent concentration above about 10 nM; inconclusive = mostly about 1.1 nM to 9.6 nM
# Caspase-7 inhib: blocks human caspase-7 allosterically or competitively | recombinant caspase-7, Ac-DEVD-AFC fluorescence rate | Potency, µM (doses to about 57.5 µM), for inactives: top-dose activity change, negative = inhibition, actives largely listed as inhibitors | 75,000 compounds, 0.02% hits | AID 889; active = well fitted inhibition curve with a large enough effect in the main read-out, with a control signal flat, not every such curve was filed as active; inconclusive = small, poorly fitted or top-dose-only effect, or a change in a side signal; also: potency is read from the fitted curve at half-maximal effect; % of control where 0% means no effect
# 4-MU autofl: compound fluoresces in the 4-MU spectral region. 59,000 compounds, 11% hits. max dye-equivalent concentration, M. compound autofluorescence, 340/450 nm, 4-MU equivalents; active compounds read high; in the data active = max dye-equivalent concentration above about 10 nM; inconclusive = mostly about 1.1 nM to 9.6 nM
#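 Intrinsic fluorescence at 340/450 nm (ex/em) was read after 15 min at room temperature in pH 8.0, 100 mM Tris. Each compound concentration expressed as 4-MU-equivalent concentration from a six-point 4-MU standard series on each plate.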
# Starred values were filed as active, the others as inactive; i = inactive; ? = inconclusive; · = not tested or not shown; [ ] = dose if it differs, or a comment. Unless noted, calls follow the shape of the dose curve; as a rule, active = well fitted curve in the direction sought with a large enough effect; inconclusive = small, poorly fitted or top-dose-only effect, or another doubt; inactive = no such curve, though single readings can be large; an effect the other way counts as inactive or inconclusive. Not all compounds are listed. The share of hits here may be higher or lower than overall.
SMILES,Caspase-1 inhib,Fluorescein fluor,Rhodamine autofl,FLuc inh,ERK AVP inh,TexasRed autofl,Tau filament bind,HEK293 cAMP ctrl,A350 fluor,Caspase-7 inhib,4-MU autofl
COc1ccc(Cl)cc1C(=O)Nc1ccc2c(c1)OCO2,-0.6%,i,i,12.6µM*,-23.9%,i,31.9%,?,i,-1.7%,i
CCC1CCCCN1S(=O)(=O)c1ccc(C(=O)Nc2nnc(-c3ccccc3Cl)o2)cc1 (stereo not given),-2.5%,i,i,1.8%,9.3%,i,0.3%,1.6%,i,0.5%,i
CC(=O)OCC(=O)[C@@]1(O)CC[C@H]2[C@@H]3CCC4=CC(=O)CC[C@]4(C)[C@H]3[C@@H](O)C[C@@]21C,·,i,i,0.7%[25.5 µM],·,i,·,·,i,·,i
O=C1OCCC1Sc1ncnc2sc3c(c12)CCC3 (stereo not given),-9.6%,?,i,-0.5%,-22.1%,?,3.4%,11.5%,i,-1.9%,i
CC(=O)Nc1ccc(SCC(=O)N(CCC#N)c2ccc(C)cc2)cc1,0.3%,i,i,0.8%,-9.6%,i,0.7%,0.0%,i,1.3%,i
CCc1nc2ccccc2n1CC(=O)N1CCN(S(=O)(=O)c2cccc(C(F)(F)F)c2)CC1,3.1%,?,i,1.8%,-3.2%,i,12.9%,5.2%,i,-1.9%,i
Oc1ccc(N2CCN(c3ncnc4sc5c(c34)CCC5)CC2)cc1,-3.3%,i,i,0.3%,?,i,-19.3%,1.9%,i,·,i
CSC1=NC2(CCCCC2)C2=C(CCCC2)N1,0.6%,i,i,3.1%,-4.4%,i,-12.2%,15.3%,i,-0.6%,i
O=C(CCNS(=O)(=O)c1ccc(Br)cc1)NCc1ccc2c(c1)OCO2,-3.9%,i,i,-1.2%,0.7%,i,2.8%,12.6%,?,0.6%,?
O=C1N=C(N2CCOCC2)S/C1=C1\C(=O)N(Cc2ccccc2)c2ccc(Br)cc21,-2.3%,?,i,-4.6%,-1.2%,i,-4.5%,-25.1%,i,0.2%,i
Cc1ccc(C)c(-n2c(SCC(=O)Nc3nnc(C)s3)nnc2-c2ccoc2C)c1,-2.6%,i,i,2.8%,-13.0%,i,-3.7%,2.51µM*,i,-4.8%,i
O=C(CCNC(=O)Cn1cnc2ccccc2c1=O)NCC1COc2ccccc2O1 (stereo not given),-1.6%,i,i,3.9%,4.6%,i,8.2%,6.2%,i,2.3%,i
COc1ccc(C(=O)O)cc1S(=O)(=O)Nc1cccc(C)c1,0.0%,i,i,2.4%,-12.2%,i,1.8%,4.0%,?,-1.6%,i
Cc1ccc(C(=O)CSc2nnc(-c3ccco3)o2)o1,0.0%,?,i,-1.5%,-2.0%,i,-0.7%,7.1%,i,-0.2%,i
O=C(CSc1ccccc1C(=O)NCCCN1CCCC1=O)NCc1ccco1,1.4%,i,i,0.5%,1.1%,?,9.7%,11.1%,1.31e-07M*,0.2%,1.42e-07M*
COc1cc(OC)nc(NC(=O)CN2CCN(c3ccc(F)cc3)CC2)n1,-2.6%,i,i,1.7%,-6.1%,?,18.9%,2.9%,i,0.1%,i
Cc1ccc(NC(=O)NCCCN2CCOCC2)cc1,0.8%,i,i,-0.1%,-3.3%,i,-9.4%,5.5%,i,-0.2%,i
NC(=O)c1ccc[n+]([C@@H]2O[C@H](COP(=O)([O-])OP(=O)(O)OC[C@H]3O[C@@H](n4cnc5c(N)ncnc54)[C@@H](O)[C@@H]3O)[C@@H](O)[C@@H]2O)c1,-2.4%[25.7 µM],i,i,-7.2%[25.5 µM],6.7%[25.7 µM],?,11.1%[25.6 µM],-4.5%[25.6 µM],i,0.1%[25.7 µM],i
C[C@@H]1C[C@@]2(C)Oc3ccccc3[C@H]3OC[C@]1(COC(=O)Nc1ccccc1)[C@@H](C)[C@@H]32,·,i,i,0.5%[11.4 µM],·,?,?,12.1%,i,·,i
Cc1ccc(N2CCN(c3ccc(C)cc3)C2c2ccncc2)cc1,1.5%,?,i,0.8%,15.8%,?,1.4%,-13.8%,i,1.1%,i
CCc1ccccc1S(=O)(=O)Cc1ccc(C(=O)NC(C)C)o1,-2.3%,·,·,2.3%,-15.0%,·,11.7%,26.6%,·,-0.2%,·
CCOC(=O)c1c(NC(=O)CSc2n[nH]c(-c3ccco3)n2)sc(C)c1C,-0.4%,i,i,0.7%,-29.6%,?,127.7%,13.8%,i,-3.0%,i
Cc1cc(O)c(-c2cc(C(=O)NCc3ccc4c(c3)OCO4)[nH]n2)cc1C,-1.0%,i,i,0.8%,8.8%,i,44.9%,12.4%,i,0.5%,i
CC1Cn2c(nnc2-c2cc3ccccc3cc2O)S1 (stereo not given),-6.7%,i,i,-1.1%,-24.6%,i,9.4%,0.7%,4.22e-08M*,-7.9%,4.76e-08M*
CCOCCCNC(=O)C1CCN(S(=O)(=O)N2CCCCC2)CC1,-0.4%,i,i,2.7%,-7.8%,?,-1.8%,18.8%,1.04e-08M*,-1.4%,?
# Next records
SMILES,Caspase-1 inhib,Fluorescein fluor,Rhodamine autofl,FLuc inh,ERK AVP inh,TexasRed autofl,Tau filament bind,HEK293 cAMP ctrl,A350 fluor,Caspase-7 inhib,4-MU autofl
c1ccc(-c2ccc(N3CCCC4(CCNCC4)C3)cc2)cc1,-4.7%,?,i,-4.8%[11.4 µM],?,i,3.16µM*,-53.5%[inhibitor],i,-2.9%,i
Fc1ccc2[nH]c3c(N4CCN(Cc5ccc6c(c5)OCO6)CC4)ncnc3c2c1,·,?,i,-0.1%[25.5 µM],·,i,·,·,?,·,?
CC(C)Sc1nnc([C@H](C)NC(=O)OC(C)(C)C)o1,-0.7%,i,i,-1.6%,-1.2%,?,-13.1%,?,?,-0.3%,?
COc1ccc(OC)c(-c2nnc(SCC(=O)N3CCCc4ccccc43)o2)c1,-2.0%,i,i,0.5%,-24.0%,i,11.8%,18.4%,?,-0.6%,?
O=C1CSC(c2cn(-c3ccccc3)nc2-c2ccccc2)N1Cc1ccco1 (stereo not given),-1.5%,?,i,-0.6%,?,i,8.9%,18.0%,i,-2.0%,i
Cc1ccc(S(=O)(=O)N2CCN(C(=O)c3ccccc3)C2C(C)C)cc1 (stereo not given),0.9%,i,i,2.1%,-26.1%,i,-17.2%,?,i,-1.1%,i
O=C(c1cnccn1)N1CCC2(CC1)CN(C(c1ccccc1)c1ccccc1)C2,-2.9%,?,i,0.3%[11.4 µM],-18.1%,i,4.7%,10.1%,i,-1.1%,i
COc1ccc(OC)c2sc(N3CCN(c4ccccc4)CC3)nc12,-1.2%,?,i,25.1µM*,2.6%,?,11.7%,-10.6%,i,-2.9%,i
Cc1cc(C)c2[nH]c(=O)c(C(c3nnnn3Cc3ccc4c(c3)OCO4)N3CCCCC3)cc2c1 (stereo not given),-2.0%,i,i,0.0%,-7.7%,i,-4.3%,20.5%,i,-0.1%,i
O=C(Nc1ccccc1)N(CCCN1CCOCC1)Cc1ccccc1F,-0.2%,i,i,1.3%,0.9%,i,-1.7%,18.5%,?,-1.9%,?
O=C(Nc1ccccn1)c1cccc(S(=O)(=O)N2CCCCC2)c1,1.8%,·,·,-5.8%,1.9%,·,-1.1%[11.4 µM],16.4%[11.4 µM],·,0.6%,·
CCCc1nc(C)c(-c2ccc(OC)c(OC)c2)c(=O)[nH]1,-1.2%,·,·,0.5%,52.8%[activator],·,12.9%,7.2%,·,-0.6%,·
CCOC(=O)c1cccc(NC(=O)CCc2nc(-c3ccccc3F)no2)c1,-0.6%,i,i,2.6%,17.7%,i,-1.0%,?,i,-1.1%,i
Cn1c(=O)[nH]c(=O)c2c1ncn2CCN1CCCCC1,-0.9%,?,i,1.5%,-20.1%,i,-2.3%,2.4%,i,0.7%,i

# Compound profiles, from the list above.
# O=C1CSC(c2cn(-c3ccccc3)nc2-c2ccccc2)N1Cc1ccco1 (stereo not given) across the screens: Caspase-1 inhib = -1.5%; Fluorescein fluor = ?; Rhodamine autofl = i; FLuc inh = -0.6%; ERK AVP inh = ?; TexasRed autofl = i; Tau filament bind = 8.9%; HEK293 cAMP ctrl = 18.0%; A350 fluor = i; Caspase-7 inhib = -2.0%; 4-MU autofl = i
# O=C(c1cnccn1)N1CCC2(CC1)CN(C(c1ccccc1)c1ccccc1)C2 across the screens: Caspase-1 inhib = -2.9%; Fluorescein fluor = ?; Rhodamine autofl = i; FLuc inh = 0.3%[11.4 µM]; ERK AVP inh = -18.1%; TexasRed autofl = i; Tau filament bind = 4.7%; HEK293 cAMP ctrl = 10.1%; A350 fluor = i; Caspase-7 inhib = -1.1%; 4-MU autofl = i
# O=C(Nc1ccccn1)c1cccc(S(=O)(=O)N2CCCCC2)c1 across the screens: Caspase-1 inhib = 1.8%; Fluorescein fluor = ·; Rhodamine autofl = ·; FLuc inh = -5.8%; ERK AVP inh = 1.9%; TexasRed autofl = ·; Tau filament bind = -1.1%[11.4 µM]; HEK293 cAMP ctrl = 16.4%[11.4 µM]; A350 fluor = ·; Caspase-7 inhib = 0.6%; 4-MU autofl = ·

# As entered above:
# Under FLuc inh, Fc1ccc2[nH]c3c(N4CCN(Cc5ccc6c(c5)OCO6)CC4)ncnc3c2c1 has the entry -0.1%[25.5 µM]
# Under Caspase-7 inhib, Cc1ccc(S(=O)(=O)N2CCN(C(=O)c3ccccc3)C2C(C)C)cc1 (stereo not given) has the entry -1.1%
